Source: PubChem
Autophagy mod: alters autophagy in cells. MEF GFP-LC3 puncta imaging; test concentration mostly 10 µM. calls only at 10 µM (by protocol). hit rate 0.98% among 190,000. AID 463193;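 active = percentage of spot-positive cells more than 3 SD above its plate mean, without a fluorescence outlier flag or 80% toxicity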;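 also: spot-positive cell cutoff set from DMSO-treated cells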
Lipid droplet: hepatic lipid droplet formation modulation. AML12 mouse hepatocytes, oleate lipid droplets, BODIPY imaging. inhibition, % at 6.5 µM. hit rate 0.4% among 240,000;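 active = lipid droplet intensity inhibited by at least 50%, with more than 500 cells counted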
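Assay system: AML12 hepatocytes (mouse) / Also added: 100 µM oleic acid challenge / Times: overnight treatment with compound plus oleate / Detection: high-content imaging of BODIPY-stained droplets and DAPI nuclei / Evaluation: % inhibition of lipid droplet signal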
Dynein cargo inh: blocks dynein driven cargo transport along microtubules. z-score, hits read low. 3617.4 mouse cells, GR-EGFP nuclear translocation imaging; test concentration mostly 20 µM; stimulated with dexamethasone, 1 µM; hits give low values. hit rate 0.47% among 220,000. AID 1381;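 active = plate z-score of nuclear minus cytoplasmic receptor signal below a set negative limit, without overly bright fluorescence or cell loss, cut at about -3.5 in these data, passing the limit was not always enough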;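 also: z-score of nuclear minus cytoplasmic ring GR-EGFP intensity difference per well; some compounds called inactive have numbers as strong as hits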
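medium = tetracycline-free induction medium containing charcoal-stripped FBS | also added = 1.0 µM final dexamethasone stimulus | schedule = 48 h induction, 1 h compound, 30 min dex at 37 °C | technique = fixed, Hoechst-stained cells imaged at 10x for EGFP | measure = GR-EGFP nuclear translocation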
CSM14.1 death rescue: protection against thapsigargin-triggered cell killing – 384-well, CSM14.1, ATP luminescence, primary screen (AID 1222); CSM14.1 thapsigargin-induced death rescue, ATP luminescence; higher % means a stronger effect; one-dose cellular ATP content (survival), % at 20 µM; EC50 in µM for titrated hits; 190,000 tested, under 10 active;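 active = EC50 below 50 µM in the dose-response confirmation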;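 also: death triggered by thapsigargin at about 15 µM added after 2 h compound pretreatment; cell ATP read after overnight thapsigargin exposure of roughly 18 to 22 hours; normalized against plate controls of thapsigargin alone and 5% DMSO vehicle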
bCat nuc transl: beta-catenin nuclear translocation modulation. HeLa beta-catenin nuclear translocation, immunofluorescence imaging. nuclear translocation activity, % at 5 µM. hit rate 0.3% among 190,000. AID 1665;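 active = nuclear translocation activity above 50% at 5 µM, with a well cell count of 50 or more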;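 also: per-cell ratio of nuclear to cytoplasmic median beta-catenin stain intensity; plate controls were DMSO negative control for no effect and GSK-3 inhibitor IX positive control for full effect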
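System: HeLa cells, endogenous beta-catenin; compound dosing: 5 µM primary single dose, 0.1% DMSO, 0.02–20 µM confirmation series; incubation: 24 h compound exposure at 37°C, 5% CO2; signal: beta-catenin immunofluorescence imaging with DAPI; evaluation: % activation, nuclear-to-cytoplasmic median beta-catenin signal ratio per cell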
MT stabilizer: stabilizes microtubules in HeLa cells. hit rate 0.83% among 200,000. HeLa tubulin immunostaining HCS, 24 h; share of cells brighter than vehicle mean+2SD. % tubulin-high responders, % at 10 µM;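 active = plate Z-score above 3 for both tubulin-high and condensed-nucleus cell shares, with cell loss under 80%, at 10 µM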;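 also: anti alpha tubulin signal scored within the nucleus-defined area of each cell; some results filed as inactive read as strong as hits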
T cell HTS: T cell immune modulation candidate; hit rate 0.068% among 330,000; calls only at 7 µM; 2C CD8+ T cell-vesicle binding, flow cytometry; hits give low values;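 active = response, share of CD8 T cells binding vesicles, and their 90th percentile fluorescence all below set limits, cut at about 80% in these data, passing the limit was not always enough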
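Material: 2C TCR transgenic mouse naive CD8+ T cells, MACS-purified. Also added: QL9-charged Drosophila Ld/ICAM-1/B7-1 vesicles. Timing: binding 1.5 h at 37 °C. Measured by: high-throughput flow cytometry with anti-B7-1 and anti-CD8 staining. Read-out: percent CD8+ FL2 mean versus row control. Controls: Unloaded micro-vesicles (low), QL9 vesicles with 0.7% DMSO (high).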
Ins promoter up: MIN6 insulin promoter up-regulation; MIN6 insulin promoter-GFP reporter, high-content imaging; hits give high values; z-score at 5 µM; hit rate 0.3% among 190,000; AID 1625;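 active = z-score above 3 at 5 µM with at least 500 cells counted in the well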
Salmonella PhoP GFP: inhibitors of PhoP regulon expression, primary screen, Salmonella Typhimurium, GFP reporter (AID 1863); S. Typhimurium PhoP-regulated promoter GFP reporter, 4 h; higher % means a stronger effect; inhibition, % at 50 µM, or IC50 in µM where a hit was titrated; hit rate 0.16% among 300,000;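 active = inhibition over 29.93%, a cutoff 3 SD above the screen mean, later confirmed by dose response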;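 also: 0% = low Mg2+ inducing control and 100% = high Mg2+ repressing control; strong numbers were not always called active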
Dynein cargo inh cytoplasmic EGFP: recorded beside Dynein cargo inh, whose call it bears; z-score; measured here: cytoplasmic GR-EGFP intensity; hits give high values
Dynein cargo inh nuclear GR-EGFP: further read-out of Dynein cargo inh, marked with its call; z-score; measured here: nuclear GR-EGFP intensity;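 lower value marks the stronger effect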
Dynein cargo inh cell count: recorded beside Dynein cargo inh, whose call it bears; z-score; measured here: cell count per field
Ins promoter up cell count: also measured in Ins promoter up; calls as there; cell count; measured here: cytotoxicity, nuclei count;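 total cells summed across four imaged fields per well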
Lipid droplet cells 6.5 µM: also measured in Lipid droplet; calls as there; cell count; measured here: cell count, cytotoxicity flag;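 cells counted across two imaged fields per well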
bCat nuc transl cell count 5 µM: second read-out of bCat nuc transl, no call of its own (marks repeat the call); cell count; measured here: cell count, cytotoxicity flag
T cell HTS vesicle-bound %: further read-out of T cell HTS, marked with its call; double positive events, %; measured here: CD8+ vesicle-bound cell fraction;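 binding gate set so that unloaded-vesicle control wells show 10% double positive cells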
MT stabilizer Hoechst-high %: further read-out of MT stabilizer, marked with its call; % Hoechst-high responders; measured here: nuclear condensation Hoechst responders;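 share of cells brighter than vehicle mean plus two SD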
MT stabilizer cytotoxicity %: also measured in MT stabilizer; calls as there; toxicity, %; measured here: cytotoxicity by cell density;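 0% = mean cell density of plate MIN control wells and 100% = no cells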
Autophagy mod cell loss 18 h: further read-out of Autophagy mod, marked with its call; toxicity, %; measured here: cell loss, nuclei count;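 cell loss after 18 h compound exposure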
* hit, by the source's call. Rows are unselected. Share with any hit: about 3%.

What do the screens show for `O=C(/C=C/c1ccc2c(c1)OCCCO2)c1ccccc1O`?
Autophagy mod: inactive; Lipid droplet: -4.4; Dynein cargo inh: -3.36; CSM14.1 death rescue: -3.5%; bCat nuc transl: -0.2; MT stabilizer: 4.3; T cell HTS: inactive; Ins promoter up: 0.16; Salmonella PhoP GFP: 3.3%; Dynein cargo inh cytoplasmic EGFP: 0.45; Dynein cargo inh nuclear GR-EGFP: -2.01; Dynein cargo inh cell count: 0.0799; Ins promoter up cell count: 1192; Lipid droplet cells 6.5 µM: 619; bCat nuc transl cell count 5 µM: 527; T cell HTS vesicle-bound %: 37.7; MT stabilizer Hoechst-high %: 2.2; MT stabilizer cytotoxicity %: 0.7; Autophagy mod cell loss 18 h: 30.9

What do the screens show for `CC1(C)CC(NC(=S)NCc2ccc3c(c2)OCO3)CC(C)(C)N1`?
Autophagy mod: inactive; Lipid droplet: 5.3; Dynein cargo inh: -0.313; CSM14.1 death rescue: -1.6%; bCat nuc transl: -2.3; MT stabilizer: 4.7; T cell HTS: inactive; Ins promoter up: -0.21; Salmonella PhoP GFP: -6.5%; Dynein cargo inh cytoplasmic EGFP: -0.313; Dynein cargo inh nuclear GR-EGFP: 0.183; Dynein cargo inh cell count: -0.178; Ins promoter up cell count: 1236; Lipid droplet cells 6.5 µM: 646; bCat nuc transl cell count 5 µM: 1094; T cell HTS vesicle-bound %: 28.6; MT stabilizer Hoechst-high %: 3.5; MT stabilizer cytotoxicity %: 6.9; Autophagy mod cell loss 18 h: 2.1

Results for CCN1CCN(C(=S)c2ccc(OCC(=O)Nc3ccc(OC)cc3)cc2)CC1 ?
Autophagy mod: inactive; Dynein cargo inh: 0.383; MT stabilizer: 1.7; T cell HTS: inactive; Dynein cargo inh cytoplasmic EGFP: 0.305; Dynein cargo inh nuclear GR-EGFP: 0.463; Dynein cargo inh cell count: -1.9; T cell HTS vesicle-bound %: 15.1; MT stabilizer Hoechst-high %: 2.0; MT stabilizer cytotoxicity %: 9.1; Autophagy mod cell loss 18 h: -0.6

How did Cc1cc(=O)n2[nH]c(N)c(N=Nc3ccccc3F)c2n1 do in these assays?
Autophagy mod: inactive; Lipid droplet: -4.0; Dynein cargo inh: -0.438; CSM14.1 death rescue: 0.1%; bCat nuc transl: 1.8; MT stabilizer: 2.5; T cell HTS: inactive; Ins promoter up: -0.04; Salmonella PhoP GFP: -1.1%; Dynein cargo inh cytoplasmic EGFP: -0.216; Dynein cargo inh nuclear GR-EGFP: -0.333; Dynein cargo inh cell count: 0.312; Ins promoter up cell count: 1188; Lipid droplet cells 6.5 µM: 725; bCat nuc transl cell count 5 µM: 492; T cell HTS vesicle-bound %: 52.4; MT stabilizer Hoechst-high %: 1.8; MT stabilizer cytotoxicity %: 5.9; Autophagy mod cell loss 18 h: -6.8

Results for OC(CNC1CCCC1)COc1ccc(-c2ccccc2)cc1 (stereo unspecified) ?
Autophagy mod: inactive; Dynein cargo inh: -0.367; CSM14.1 death rescue: -2.5%; bCat nuc transl: 0.6; MT stabilizer: 1.6; T cell HTS: inactive; Ins promoter up: -0.66; Salmonella PhoP GFP: -3.6%; Dynein cargo inh cytoplasmic EGFP: -0.289; Dynein cargo inh nuclear GR-EGFP: -0.0213; Dynein cargo inh cell count: 0.527; Ins promoter up cell count: 1289; bCat nuc transl cell count 5 µM: 1576; T cell HTS vesicle-bound %: 24.3; MT stabilizer Hoechst-high %: 2.1; MT stabilizer cytotoxicity %: 6.9; Autophagy mod cell loss 18 h: 16.3

How did Cc1c(C(=O)N(Cc2ccccc2)Cc2cccnc2)cnn1-c1ccc(F)cc1 do in these assays?
Lipid droplet: -6.0; Dynein cargo inh: 0.863; bCat nuc transl: 0.4; T cell HTS: inactive; Salmonella PhoP GFP: -6.6%; Dynein cargo inh cytoplasmic EGFP: -0.265; Dynein cargo inh nuclear GR-EGFP: 0.294; Dynein cargo inh cell count: 0.00332; Lipid droplet cells 6.5 µM: 648; bCat nuc transl cell count 5 µM: 1029; T cell HTS vesicle-bound %: 34.5

Results for c1ccc2c(c1)nc1n2CC2CON(C3CCCCC3)C12 (stereo unspecified) ?
Dynein cargo inh: 0.43; bCat nuc transl: -2.9; T cell HTS: inactive; Ins promoter up: 0.77; Salmonella PhoP GFP: -1.5%; Dynein cargo inh cytoplasmic EGFP: -0.742; Dynein cargo inh nuclear GR-EGFP: 0.338; Dynein cargo inh cell count: -0.673; Ins promoter up cell count: 977; bCat nuc transl cell count 5 µM: 1175; T cell HTS vesicle-bound %: 38.5

How did O=[N+]([O-])c1cccc(NC(=S)N2CCc3ccccc3C2)c1 do in these assays?
Autophagy mod: inactive; Lipid droplet: 2.7; Dynein cargo inh: 2.16; CSM14.1 death rescue: -2.7%; bCat nuc transl: -4.9; MT stabilizer: 4.1; T cell HTS: inactive; Ins promoter up: 0.49; Salmonella PhoP GFP: -2.0%; Dynein cargo inh cytoplasmic EGFP: -0.179; Dynein cargo inh nuclear GR-EGFP: 1.06; Dynein cargo inh cell count: -0.879; Ins promoter up cell count: 1694; Lipid droplet cells 6.5 µM: 671; bCat nuc transl cell count 5 µM: 948; T cell HTS vesicle-bound %: 40.4; MT stabilizer Hoechst-high %: 1.9; MT stabilizer cytotoxicity %: 5.9; Autophagy mod cell loss 18 h: -9.8

What do the screens show for `CSc1nc2ccc(NC(=O)c3c(-c4ccccc4)noc3C)cc2s1`?
Lipid droplet: -7.9; Dynein cargo inh: -0.356; bCat nuc transl: 0.1; T cell HTS: inactive; Ins promoter up: -0.08; Salmonella PhoP GFP: -2.7%; Dynein cargo inh cytoplasmic EGFP: -0.204; Dynein cargo inh nuclear GR-EGFP: 0.172; Dynein cargo inh cell count: 0.685; Ins promoter up cell count: 1032; Lipid droplet cells 6.5 µM: 729; bCat nuc transl cell count 5 µM: 1297; T cell HTS vesicle-bound %: 22.3

Results for CCOc1cc(-c2nc(C)c(C(C)=O)n2O)ccc1OCC(=O)Nc1ccc(F)cc1 ?
Autophagy mod: inactive; Lipid droplet: -1.6; Dynein cargo inh: 0.205; CSM14.1 death rescue: -0.1%; bCat nuc transl: 2.1; MT stabilizer: 5.5; T cell HTS: inactive; Ins promoter up: -0.31; Salmonella PhoP GFP: 3.8%; Dynein cargo inh cytoplasmic EGFP: -0.277; Dynein cargo inh nuclear GR-EGFP: -0.058; Dynein cargo inh cell count: 0.0786; Ins promoter up cell count: 1208; Lipid droplet cells 6.5 µM: 687; bCat nuc transl cell count 5 µM: 1082; T cell HTS vesicle-bound %: 46.7; MT stabilizer Hoechst-high %: 0.9; MT stabilizer cytotoxicity %: 5.9; Autophagy mod cell loss 18 h: -8.0

What do the screens show for `COc1ccc(OCc2cc(-c3ccc(Cl)cc3)no2)cc1`?
Autophagy mod: inactive; Lipid droplet: 23.0; Dynein cargo inh: 0.744; CSM14.1 death rescue: 0.4%; bCat nuc transl: -0.7; MT stabilizer: 2.1; T cell HTS: inactive; Ins promoter up: -0.06; Salmonella PhoP GFP: -4.1%; Dynein cargo inh cytoplasmic EGFP: -0.256; Dynein cargo inh nuclear GR-EGFP: 0.837; Dynein cargo inh cell count: -1.03; Ins promoter up cell count: 1398; Lipid droplet cells 6.5 µM: 734; bCat nuc transl cell count 5 µM: 1149; T cell HTS vesicle-bound %: 39.6; MT stabilizer Hoechst-high %: 1.7; MT stabilizer cytotoxicity %: 8.2; Autophagy mod cell loss 18 h: 4.5

Results for CN(C)CCn1c(=O)n(-c2ccc(F)cc2)c(=O)c2c3c(sc21)CCCCC3 ?
Lipid droplet: 13.6; Dynein cargo inh: 0.204; bCat nuc transl: -1.4; T cell HTS: inactive; Ins promoter up: -0.28; Salmonella PhoP GFP: 2.0%; Dynein cargo inh cytoplasmic EGFP: -0.13; Dynein cargo inh nuclear GR-EGFP: 0.258; Dynein cargo inh cell count: 0.569; Ins promoter up cell count: 1242; Lipid droplet cells 6.5 µM: 692; bCat nuc transl cell count 5 µM: 1294; T cell HTS vesicle-bound %: 39.2

What do the screens show for `CCC(=O)Nc1ccc2ccccc2c1`?
Autophagy mod: inactive; Lipid droplet: -2.8; Dynein cargo inh: -0.976; CSM14.1 death rescue: 4.1%; bCat nuc transl: -1.2; MT stabilizer: 5.0; T cell HTS: inactive; Salmonella PhoP GFP: 2.2%; Dynein cargo inh cytoplasmic EGFP: -0.332; Dynein cargo inh nuclear GR-EGFP: -0.843; Dynein cargo inh cell count: 0.946; Lipid droplet cells 6.5 µM: 654; bCat nuc transl cell count 5 µM: 930; T cell HTS vesicle-bound %: 33.6; MT stabilizer Hoechst-high %: 2.1; MT stabilizer cytotoxicity %: 6.4; Autophagy mod cell loss 18 h: -6.4
